NadD inh = inhibitors of S. aureus NadD, primary screen, biochemical, colorimetric, uHTS; purified NadD enzyme, colorimetric absorbance read-out; inhibition, % at 20 µM; 0.78% of 360,000 active; AID 602399, 2012; in the data active = inhibition above about 26%; also: some compounds past the cut are filed as inactive
Rin1 Abl inh = inhibitors of Rin1-Abl protein binding, primary screen, biochemical, TR-FRET | 0.4% of 360,000 active | Tyrosine-protein kinase ABL1 (Homo sapiens) + Ras and Rab interactor 1 (Homo sapiens), … | inhibition, % at 7.35 µM; in the data active = inhibition above about 5%, passing the limit was not always enough
MT1-MMP act inh = blockers of MT1-MMP proenzyme processing, primary screen, HT1080 RFP-PRO-GFP cells, GFP/RFP fluorescence. Matrix metalloproteinase-14 (Homo sapiens), P50281. GFP/RFP ratio fluorescence, overnight; percent of plate control window, DMSO zero. GFP/RFP ratio change, % at 20 µM. 0.061% of 360,000 active;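 active = GFP/RFP ratio change of at least 30% with cell ATP level not reduced by more than half and red fluorescence within 50% of control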; also: strong numbers were not always called active
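Assay system: HT1080 RFP-PRO-GFP cells. Benchmarks: DMSO vehicle wells and RFP-L50D-GFP reporter cell wells. Times: overnight cell settling, then overnight compound exposure, 37 °C, 5% CO2. Compound: 20 µM single dose, 1% DMSO. Read-out basis: GFP/RFP fluorescence ratio.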
SKN-1 inh = suppressors of acrylamide-induced Pgst-4::GFP reporter in worms, primary screen, SKN-1 inhibitor project, whole organism, uHTS, GFP/RFP fluorescence ratio, strain VP596; C. elegans VP596 Pgst-4::GFP/RFP ratio, 24 h; inhibition, % at 21.8 µM; 0.49% of 360,000 active; AID 624304, 2012;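 active = interference check ratio from 0.5 to 1.5 plus GFP to RFP signal ratio inhibition reaching or exceeding a fixed threshold, cut at about 30% in these data, passing the limit was not always enough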; also: some compounds called inactive have numbers as strong as hits
CSN deneddyl inh = inhibitors of CSN-mediated cullin deneddylation, primary screen, biochemical, fluorescence polarization, uHTS. 0.38% of 360,000 active. Purified CSN, SCF-Nedd8-OG deneddylation. inhibition, % at 12.5 µM. COP9 signalosome complex subunit 5 (Homo sapiens), Q92905;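 active = pattern-corrected inhibition above about 35%, with an unprinted fluorescence ratio check between 0.5 and 1.5, limit read from the data, passing the limit was not always enough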;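 also: 0% = enzyme with substrate and 100% = substrate without enzyme; some results filed as inactive read as strong as hits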
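Test system: purified human Csn5 enzyme expressed in HEK293T cells. Amount: 0.24 nM enzyme. Reagent: SCFSkp2-Nedd8OG substrate at 10 nM final. Schedule: 90 min incubation of compound, enzyme and substrate at room temperature. Detection: fluorescence polarization. Read-out: % inhibition of substrate cleavage by Csn5.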
FAS TE block = FAS thioesterase domain inhibitors, primary screen, biochemical, fluorescence intensity, uHTS; Fatty acid synthase (Homo sapiens), P49327; recombinant FAS-TE, OMFH fluorogenic substrate, fluorescence endpoint; inhibition, % at 15 µM; 0.67% of 360,000 active; AID 602261, 2012;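 active = compounds whose normalised, plate-corrected inhibition of enzyme fluorescence in the single-dose primary screen is 50% or more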;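 also: 0% = DMSO with enzyme and 100% = substrate without enzyme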
Neddylation inh = inhibitors of cullin neddylation, primary screen, biochemical, TR-FRET, uHTS, NAE and Ubc12; calls only at 25 µM; 0.58% of 360,000 active; AID 651699, 2012; in the data active = inhibition above about 36%
Rpn11 inh = Rpn11 (PSMD14) deubiquitinase inhibitors, primary screen, biochemical, fluorescence polarization, uHTS | 26S proteasome non-ATPase regulatory subunit 14 (Homo sapiens), O00487 | human 26S proteasome, Ub4-pepOG fluorescence polarization; 20S core pre-blocked with epoxomicin | calls only at 20 µM | 0.59% of 360,000 active | AID 588493, 2011;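 active = inhibition at 20 µM, scaled to each plate's controls, above about 33%, limit read from the data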
PABP1 MLLE inh = inhibitors of PABP1 MLLE–PAM2 peptide binding, primary screen, biochemical, fluorescence polarization, FITC-PAM2, GST-MLLE; Polyadenylate-binding protein 1 (Homo sapiens), P11940; inhibition, % at 20 µM; 0.36% of 360,000 active; AID 588489, 2011; in the data active = inhibition above about 35%, passing the limit was not always enough;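 also: plate controls were DMSO wells with GST-MLLE for no effect and wells lacking GST-MLLE protein for full effect; some results filed as inactive read as strong as hits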
Starred values were filed as active, the others as inactive; i = inactive; . = not tested or not shown. This is a subset; count on the stated rates, not on these rows.

Screens in order: NadD inh	Rin1 Abl inh	MT1-MMP act inh	SKN-1 inh	CSN deneddyl inh	FAS TE block	Neddylation inh	Rpn11 inh	PABP1 MLLE inh
[1] O=[N+]([O-])NC1=NCN(Cc2ccco2)CN1Cc1ccco1
  3.2	1.1	10.5	-5.7	-13.9	-5.8	i	i	7.5
[2] O=C(N/N=C/c1c(O)n(Cc2ccccc2)c(=O)[nH]c1=O)c1ccccc1
  7.0	-3.1	4.2	12.2	-12.1	3.3	.	i	5.4
[3] CN1CCN(c2cc(N3CCCC3)c([N+](=O)[O-])cc2F)CC1
  -6.4	-13.6	4.0	6.2	1.4	-2.2	i	i	-7.1
[4] CCCNC(=O)N1[C@H]2CC[C@@H]1C(C(=O)OC)=C(c1ccc(C(C)=O)cc1)C2
  1.1	1.9	2.7	-3.3	3.6	-13.7	i	i	-2.6
[5] Cc1cc(O)c2c(c1)OC(C)(C)C1=C2CC(C)CC1 (centres undefined)
  -6.9	-0.2	-3.4	3.5	2.1	19.6	i	i	16.5
[6] COc1cccc(CN2CCN(c3ccc(F)cc3)CC2)c1OC
  -7.9	-2.4	0.2	7.6	-1.8	1.2	i	i	-11.0
[7] CCCCCSc1cc(OC)c(CCN)cc1OC
  -4.6	0.3	2.5	24.3	2.7	-17.2	i	i	12.7
[8] COc1ccc(CCn2c(O)c(C=NCCN3CCCCC3)c(=O)[nH]c2=O)cc1OC
  -0.4	-1.2	2.8	4.6	-5.0	-5.1	i	i	-4.7
[9] CCn1c(=O)n(CC)c2cc([N+](=O)[O-])c(N3CCNCC3)cc21
  -9.4	-8.7	-0.5	7.5	-3.1	-4.7	i	i	-1.2
[10] COC(=O)C1=C(c2ccc(C(C)=O)cc2)C[C@@H]2CC[C@H]1N2C(=O)NCC1CC1
  -3.3	3.9	-2.2	-4.0	3.3	-9.6	i	i	2.6
[11] COc1ccc(NC(=O)N2C[C@@H]3C[C@@H](C2)c2cccc(=O)n2C3)cc1
  3.9	-1.1	4.0	6.3	2.4	-4.2	i	i	2.5
[12] Cc1c(/C=N/O)c2ccccc2n1C
  1.4	0.9	7.8	6.1	-1.2	-3.0	i	i	7.1
[13] O=C(O)COc1ccc(Cl)cc1Cl
  0.1	-3.1	-2.9	6.8	1.5	-4.8	i	i	8.8
[14] Cc1c(N=Nc2c(O)[nH]c(=O)[nH]c2=O)c(=O)n(-c2ccccc2)n1C
  -8.9	-6.2	-3.6	1.2	-2.1	-2.2	i	i	-33.9
[15] c1ccc(CCN2CCC3(CC2)OCCO3)cc1
  -3.8	-0.4	-0.3	-11.7	-1.9	-3.3	i	i	15.9
[16] CN1CC(C(=O)c2cccc(C(F)(F)F)c2)C(c2ccc(Cl)cc2)C1 (centres undefined)
  -4.8	1.9	-1.4	12.9	-6.0	25.0	i	i	-13.9
[17] [O-]c1ccccc1-[n+]1c(-c2ccccc2)cc(-c2ccccc2)cc1-c1ccccc1
  10.1	0.1	-5.5	-0.2	-3.8	-5.7	i	i	-0.4
[18] FC(F)(F)c1ccc(-c2ccc3c(c2)CNCc2cnnn2-3)cc1
  1.6	3.8	3.8	4.4	-0.8	-0.1	i	i	-8.8
[19] Cc1ccsc1C(=O)C1CCCN(Cc2ccc(O)cc2)C1 (centres undefined)
  0.1	-1.9	2.9	5.1	-1.8	-2.2	i	i	4.5
[20] O=C(O)Cc1cnc[nH]1
  -2.2	0.0	-2.0	8.8	-0.1	-1.2	i	i	-12.4
[21] O=C1CN=C(c2cccc(Br)c2)c2cc(Br)ccc2N1
  -10.6	0.0	3.0	-4.4	-0.4	26.5	i	i	4.8
[22] O=C(NC(c1ccc(Cl)cc1)P(=O)(Oc1ccccc1)Oc1ccccc1)OCc1ccccc1 (centres undefined)
  -0.7	-2.1	0.2	6.4	0.1	2.0	i	i	-1.2
[23] CC(=O)NN1C(=O)c2ccccc2NC1c1cccnc1 (centres undefined)
  -8.5	-1.2	-1.6	9.3	0.2	-9.8	.	i	-1.9
[24] Cc1nn(Cc2ccccc2Cl)c(Cl)c1C(=O)OCC(=O)NCc1ccco1
  -7.6	-0.6	2.5	-26.6	-1.0	2.2	i	i	-12.5
[25] O=C1/C(=C/c2ccc([N+](=O)[O-])cc2)N2CCC1CC2
  3.3	-1.0	1.5	1.4	-4.3	-2.7	i	i	-0.1
[26] CCOP(=O)(OCC)C(NC(=O)c1ccccc1Cl)=C(Cl)Cl
  -4.8	2.2	-0.6	9.8	0.9	-0.3	i	i	6.1
[27] O=[N+]([O-])c1ccc(NCCCN2CCOCC2)nc1
  0.6	-0.8	-1.7	8.0	-0.6	-0.8	i	i	-2.3
[28] CN(C)Cc1ccccc1OC(=O)N(C)C
  -2.0	-2.5	-3.7	-3.1	1.0	-4.2	i	i	1.3
[29] COP(=O)(OC)C(Nc1ccccc1)c1ccccc1 (centres undefined)
  -1.2	1.6	-1.4	-4.2	-1.5	-1.7	i	i	9.7
[30] COc1ccc(OC)c(NC2=NCCCS2)c1
  -4.1	0.5	0.9	12.6	0.6	-7.8	i	i	-2.6
[31] CN1CCN(c2cc([N+](=O)[O-])ccc2Cl)CC1
  -7.8	-1.4	-2.0	-3.4	-0.8	-6.2	i	i	-11.2
[32] Cc1nc(Cl)sc1C(=O)Nc1ccc2ccccc2c1
  -3.3	-4.0	-1.8	13.7	3.2	14.7	i	i	15.6
[33] O=C(COc1ccccc1Cl)N1CCCC(N2CCN(c3ccc(F)cc3)CC2)C1 (centres undefined)
  -8.2	-0.1	4.4	-3.5	2.2	4.7	i	i	1.7
[34] Cc1cccc(C(=O)NC(Oc2ccccc2)C(Cl)(Cl)Cl)c1 (centres undefined)
  -1.0	1.9	-5.8	-11.0	-3.4	6.9	i	i	-2.4
[35] CCOC(=O)CCCCCNC(=O)c1c(O)[nH]c(=O)[nH]c1=O
  -1.7	1.6	4.1	1.0	0.0	-10.7	i	i	7.5
[36] Cc1ccc(C2NC(=S)NC(c3ccc(C)cc3)C23C(=O)NC(=O)NC3=O)cc1 (centres undefined)
  2.6	3.9	0.1	-1.9	-1.8	-5.4	i	i	-77.7
[37] O=[N+]([O-])c1ccc(N2CCCC2)c2ncccc12
  7.9	-5.7	9.6	16.4	-0.1	-15.0	i	i	21.2
[38] O=C(c1n[nH]c(=O)c2ccccc12)N1CCC2(CC1)OCCO2
  -6.7	3.7	-0.3	3.6	-3.2	0.0	i	i	-9.0
[39] N/C(=N/[N+](=O)[O-])N1CCN(C(=O)c2ccc(Cl)cc2)CC1
  1.2	-3.1	1.1	-5.8	-7.1	-2.0	i	i	-8.7
[40] O=C(C[N+]12CCC(CC1)C(O)C2)c1ccc(Br)cc1 (centres undefined)
  -5.6	3.5	1.7	4.8	2.9	-5.4	i	i	-6.3
[41] O=C(CNS(=O)(=O)c1cccs1)N1CCC2(CC1)OCCO2
  -4.8	-1.0	-2.7	15.4	1.7	-9.8	i	i	10.7
[42] CC(=O)N[C@@H]1CC[C@@]2(O)[C@H]3Cc4ccc(O)c5c4[C@@]2(CCN3CC2CC2)[C@@H]1O5
  0.5	-3.3	-3.9	-1.2	-0.2	0.2	i	i	0.1
[43] O=C(CCC(=O)N1C[C@H]2C[C@@H](C1)c1cccc(=O)n1C2)NCc1ccccc1C(F)(F)F
  4.2	1.8	-4.2	5.8	7.6	-0.7	i	i	5.8
[44] COC(=O)C1=C(c2cccc(OC)c2OC)C[C@@H]2CC[C@H]1N2C(=O)N1CCC(O)CC1
  2.0	1.3	3.1	14.9	-2.9	-6.2	i	i	-9.4
[45] O=C(NCC1=C(c2ccc3ccccc3c2)C[C@@H]2CC[C@H]1N2Cc1ccco1)c1nccs1
  1.9	-1.9	-2.1	10.9	0.9	7.0	i	i	2.8
[46] CCC(=NCc1ccc2c(c1)OCO2)c1c(O)n(C2CCCCC2)c(=O)[nH]c1=O
  1.8	-0.5	-9.8	9.3	-2.6	25.3	i	i	-7.1
[47] CN1CCCN(C(=O)COc2ccc(F)cc2F)CC1
  0.1	-0.2	-2.2	12.5	1.6	-6.7	i	i	-8.7
[48] COC(=O)C1=C(c2cc3ccccc3s2)C[C@@H]2CC[C@H]1N2C(=O)NC(C)C
  -5.0	1.7	1.4	2.5	4.1	-7.8	i	i	1.5
[49] O=C(O)C1CC2(Cl)C(Cl)=C(Cl)C1(Cl)C2(Cl)Cl (centres undefined)
  -3.7	1.7	-1.5	-7.0	5.7	-8.7	i	i	5.9
[50] COC(=O)C1=C(c2ccc(OC)c(OC)c2)C[C@@H]2CC[C@H]1N2C(=O)NC1CCCCC1
  -2.3	3.3	1.2	2.5	-3.5	-3.1	i	i	19.8
[51] CC(=O)OC1(c2ccccc2)CCN(C)C2CCCCC21 (centres undefined)
  4.7	4.3	-2.8	-0.4	3.7	-4.7	i	i	-4.3
[52] Cc1ccccc1NC(=O)N1Cc2ccccc2-n2nncc2C1
  3.3	0.2	3.3	7.5	6.4	-6.0	i	i	10.5

Complete entries from above. Order of screens: NadD inh, Rin1 Abl inh, MT1-MMP act inh, SKN-1 inh, CSN deneddyl inh, FAS TE block, Neddylation inh, Rpn11 inh, PABP1 MLLE inh
CCC(=NCc1ccc2c(c1)OCO2)c1c(O)n(C2CCCCC2)c(=O)[nH]c1=O is listed with 1.8, -0.5, -9.8, 9.3, -2.6, 25.3, i, i, -7.1
CC(=O)OC1(c2ccccc2)CCN(C)C2CCCCC21 (centres undefined) is listed with 4.7, 4.3, -2.8, -0.4, 3.7, -4.7, i, i, -4.3
O=C(NCC1=C(c2ccc3ccccc3c2)C[C@@H]2CC[C@H]1N2Cc1ccco1)c1nccs1 is listed with 1.9, -1.9, -2.1, 10.9, 0.9, 7.0, i, i, 2.8
O=C(CNS(=O)(=O)c1cccs1)N1CCC2(CC1)OCCO2 is listed with -4.8, -1.0, -2.7, 15.4, 1.7, -9.8, i, i, 10.7

Assay outcomes as filed in PubChem.
